Screening results as filed in PubChem.
E coli growth: counter-screen for AddAB inhibitors: E. coli growth inhibition; E. coli V3065 growth, OD600 absorbance, 18 h; inhibition, % at 11.9 µM; actives 0.27% (n = 330,000);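 active = inhibition above the campaign's mean inhibition across all tested compounds plus 3 SD, cut at about 9.9% in these data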;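 also: uninfected addAB+ strain grown without phage in ampicillin broth; 0% = DMSO wells and 100% = ciprofloxacin 0.95 µg/ml wells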
Wnt bcat act: activates Wnt/beta-catenin signaling in a reporter cell assay; activator, plate reader; actives 1.2% (n = 300,000); AID 743398; activation, % at 9.35 µM; in the data active = activation above about 30%, passing the limit was not always enough;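 also: 0% = neutral control wells and 100% = positive control wells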
AddAB inh: less growth of phage-infected E. coli with AddAB; E. coli expressing H. pylori AddAB, absorbance growth; inhibition, % at 11.9 µM; actives 0.29% (n = 330,000); AID 435030; in the data active = inhibition above about 12%;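 also: 0% = vehicle wells of infected cells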
phage Ecoli inh: E. coli growth loss with phage present. AID 651602. inhibition, % at 11.9 µM. actives 0.26% (n = 360,000). growth absorbance; in the data active = inhibition above about 11%
CAL PDZ FP-1: blocks peptide binding to the human CAL PDZ domain; Q9HD26; purified CAL PDZ, TMR-peptide fluorescence polarization, 1 h; inhibition, % at 24.9 µM; actives 0.92% (n = 300,000); AID 602252;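 active = mean inhibition of at least 30% with at least half of replicates also reaching 30%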;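 also: 0% = DMSO neutral control and 100% = excess unlabeled competitor peptide PRC23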
Tat transport: inhibitors of E. coli Tat protein transport | E. coli MC4100 TorA-mCherry Tat export, fluorescence | inhibition, % at 10 µM | actives 0.036% (n = 340,000) | AID 488895;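 active = mean replicate inhibition at least 50% and at least half of replicates individually reaching 50%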;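 also: exported cargo escapes ClpAP degradation while cytoplasmic cargo is degraded and loses fluorescence; 0% = median of neutral control wells and 100% = median of NaSCN control wells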
SR-BI DiI-HDL act: SR-BI HDL lipid transfer activation; CHO ldlA[mSR-BI] cells, DiI-HDL uptake fluorescence, 3 h; 100 = double the neutral-control signal; actives 0.096% (n = 320,000); activation, % at 12.5 µM; AID 504775;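 active = mean replicate activation of at least 60% and every replicate at or above 60%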;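 also: 0% = median plate neutral-control signal and 100% = twice that signal; values of inactives mirror those of a sister screen read the other way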
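System: CHO ldlA[mSR-BI] cells / Medium: HEPES-buffered (25 mM, pH 7.4) F12 plus 0.5% BSA / Probe or stimulus: labelled HDL, 10 µg/mL / Doses: single compound concentration, delivered by pin transfer / Schedule: 3 h, 37 °C / Measured by: DiI fluorescence, bottom read / Measure: cell-associated DiI fluorescence as measure of HDL uptake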
MITF act: MITF TRPM1 promoter activation in melanoma cells | SK-MEL-5 TRPM1-promoter luciferase, 24 h; % of positive control, neutral wells = 0 | activation, % at 12.5 µM | actives 0.75% (n = 300,000) | AID 588334;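 active = mean activation of at least 80% with every replicate also reaching 80%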;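 also: 0% = neutral control wells and 100% = parthenolide positive control wells; values of inactives mirror those of a sister screen read the other way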
SR-BI HDL uptake: mouse SR-BI HDL lipid transfer inhibition. inhibition, % at 12.5 µM. ldlA[mSR-BI] CHO cells, DiI-HDL uptake fluorescence, 3 h. Q61009. actives 0.96% (n = 320,000). AID 488896;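 active = mean replicate inhibition of at least 70% and a set share of replicates each scoring 70 or more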;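 also: 0% = median of neutral control wells and 100% = median of positive control wells; values of inactives mirror those of a sister screen read the other way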
Target sequence (Q61009 whole entry, looked up): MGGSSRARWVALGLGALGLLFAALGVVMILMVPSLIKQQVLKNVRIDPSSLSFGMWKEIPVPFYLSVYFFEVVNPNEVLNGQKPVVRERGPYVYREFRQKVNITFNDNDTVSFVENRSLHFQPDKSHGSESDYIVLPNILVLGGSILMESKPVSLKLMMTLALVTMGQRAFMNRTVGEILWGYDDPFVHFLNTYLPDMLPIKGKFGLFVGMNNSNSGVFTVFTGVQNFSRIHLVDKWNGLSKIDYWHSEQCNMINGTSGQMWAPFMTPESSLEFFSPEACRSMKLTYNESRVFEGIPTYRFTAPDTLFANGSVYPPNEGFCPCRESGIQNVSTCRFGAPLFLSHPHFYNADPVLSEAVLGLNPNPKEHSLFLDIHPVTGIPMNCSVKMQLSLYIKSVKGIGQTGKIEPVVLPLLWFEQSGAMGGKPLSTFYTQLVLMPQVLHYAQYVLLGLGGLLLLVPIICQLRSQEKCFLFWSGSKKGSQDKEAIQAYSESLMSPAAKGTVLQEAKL
CAL PDZ FP-2: blocks peptide binding to human CAL PDZ domain; Q9HD26; purified CAL PDZ, TMR-peptide fluorescence polarization, 1 h; inhibition, % at 20 µM; actives 0.02% (n = 330,000); AID 504414;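 active = highest replicate inhibition of at least 40%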;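 also: plate controls were DMSO neutral control wells for no effect and unlabeled competitor peptide control wells for full effect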
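Assay system – tagged CAL PDZ protein CerCALP, purified · Timing – 1 h at RT · Compound – single point, 20 µM · Measured by – fluorescence polarization from S- and P-plane intensities, G-factor corrected · Evaluation – inhibition from polarization loss · Probe or stimulus – TMR reporter peptide T*-PRC34 · Buffer or medium – pH 7.4 phosphate-saline buffer, reducing agent, detergent, IgG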
Active calls of the source: *.

For CCC(c1nnnn1Cc1cccs1)N1CCN(C2CCCC2)CC1 (centres undefined) the results were E coli growth 0.0, Wnt bcat act -1, AddAB inh 2.5, phage Ecoli inh 1.6, CAL PDZ FP-1 -1, Tat transport 2, SR-BI DiI-HDL act 16, MITF act 2 and SR-BI HDL uptake -16.
`CN1C2C(Br)CCCCN2c2ccc(F)cc2S1(=O)=O` (centres undefined) gave E coli growth 3.2, Wnt bcat act -1, AddAB inh 1.0, phage Ecoli inh 5.1, CAL PDZ FP-1 -4, Tat transport 16 and CAL PDZ FP-2 -2.7.
For CCCCNc1nc2c(c(=O)n(C)c(=O)n2C)n1Cc1cccc(OC)c1 the results were E coli growth -0.8, AddAB inh 2.1, phage Ecoli inh 0.8, CAL PDZ FP-1 -4, Tat transport -1, SR-BI DiI-HDL act -4, MITF act -19, SR-BI HDL uptake 4 and CAL PDZ FP-2 -0.3.
Screening Cc1cc(C)cc(N(CCC(=O)Nc2nnc(C)s2)S(=O)(=O)c2ccc(Cl)cc2)c1 returned E coli growth -2.5, Wnt bcat act -6, AddAB inh 0.0, phage Ecoli inh 1.9, CAL PDZ FP-1 -6, Tat transport 0, SR-BI DiI-HDL act 41, MITF act -6, SR-BI HDL uptake -41 and CAL PDZ FP-2 -0.7.
For N/C(=N\OC(=O)C1CCCCC1)c1ccncc1 the results were E coli growth 2.2, AddAB inh 4.4, phage Ecoli inh 3.0, CAL PDZ FP-1 -2, Tat transport -2, SR-BI DiI-HDL act 0, MITF act 14, SR-BI HDL uptake 0 and CAL PDZ FP-2 -0.4.
COc1cccc(Nc2nnc(Cc3cccnc3)c3ccccc23)c1 was read as E coli growth -2.3, Wnt bcat act 2, AddAB inh -0.5, phage Ecoli inh 2.5, CAL PDZ FP-1 -3, Tat transport 0, SR-BI DiI-HDL act -19, MITF act -9, SR-BI HDL uptake 19 and CAL PDZ FP-2 -2.5.
`N#C/C(=N\Nc1cccc2ccccc12)c1nnc2n1CCCCC2` gave E coli growth 0.0, Wnt bcat act -8, AddAB inh 1.2, phage Ecoli inh 2.0, CAL PDZ FP-1 2, Tat transport -1, SR-BI DiI-HDL act -39, MITF act 5, SR-BI HDL uptake 39 and CAL PDZ FP-2 -3.1.
`COc1cccc(C(=O)Nc2cc(S(=O)(=O)N3CCCCC3)ccc2OC)c1` gave E coli growth -2.0, Wnt bcat act -1, AddAB inh 1.4, phage Ecoli inh 3.0, CAL PDZ FP-1 1, Tat transport 8, SR-BI DiI-HDL act -50, MITF act 9, SR-BI HDL uptake 50 and CAL PDZ FP-2 -1.4.
`O=C(Cc1ccc(Cl)cc1)NCCS(=O)c1ccc(Cl)cc1` (centres undefined) gave E coli growth -0.6, AddAB inh 1.5, phage Ecoli inh 3.0, CAL PDZ FP-1 -3, Tat transport 2, SR-BI DiI-HDL act 24, MITF act -4, SR-BI HDL uptake -24 and CAL PDZ FP-2 -0.1.
`Cc1nn2c(=O)cc(CSCC(=O)Nc3ccccc3F)nc2s1` gave E coli growth -1.9, Wnt bcat act -4, AddAB inh 2.4, phage Ecoli inh -1.1, CAL PDZ FP-1 2, Tat transport -1, SR-BI DiI-HDL act 22, MITF act 9, SR-BI HDL uptake -22 and CAL PDZ FP-2 -1.9.
Screening N#Cc1c(NC(=S)NC(=O)C2CCCC2)sc2c1CCCCC2 returned E coli growth 2.7, Wnt bcat act 11, AddAB inh 1.3, phage Ecoli inh 0.6, CAL PDZ FP-1 -1, Tat transport -2, SR-BI DiI-HDL act -20, MITF act 16, SR-BI HDL uptake 20 and CAL PDZ FP-2 -1.4.
`COc1ccc(OC)c(S(=O)(=O)N2CCC(C(=O)NCC3CCCO3)CC2)c1` (centres undefined) gave E coli growth 0.8, AddAB inh 0.2, phage Ecoli inh 1.4, CAL PDZ FP-1 -1, Tat transport -1, SR-BI DiI-HDL act 2, MITF act -6, SR-BI HDL uptake -2 and CAL PDZ FP-2 -1.0.
For Cn1c(=O)n(C)c2cc(/C=N/NC(=O)c3cccc(Br)c3)ccc21 the results were E coli growth -0.9, Wnt bcat act -4, AddAB inh 0.2, phage Ecoli inh 2.9, CAL PDZ FP-1 3, Tat transport -5, SR-BI DiI-HDL act -35, MITF act -4, SR-BI HDL uptake 35 and CAL PDZ FP-2 -1.1.
CCc1cc(CNC(=O)C2CCC(=O)N(CCc3cccc(F)c3)C2)on1 (centres undefined) was read as Wnt bcat act -2, phage Ecoli inh 0.7, Tat transport -5, SR-BI DiI-HDL act 6, MITF act -10, SR-BI HDL uptake -6 and CAL PDZ FP-2 0.0.
For COc1ccc(CN(C)S(=O)(=O)c2nnc(NC(=O)c3cccc(OC)c3)s2)cc1 the results were E coli growth -2.9, Wnt bcat act -1, AddAB inh 1.2, phage Ecoli inh 3.5, Tat transport -8, SR-BI DiI-HDL act -8, MITF act -8, SR-BI HDL uptake 8 and CAL PDZ FP-2 0.3.
For COc1ccccc1N(CC(=O)NC1CCCCC1)C(=O)CCC(=O)Nc1ccccn1 the results were E coli growth 1.9, AddAB inh 4.2, phage Ecoli inh 1.9, CAL PDZ FP-1 -4, Tat transport -10, SR-BI DiI-HDL act 6, MITF act -1, SR-BI HDL uptake -6 and CAL PDZ FP-2 0.9.
`CC(=O)Nc1ccc(NC(=O)COC(=O)c2ccccc2SCC(=O)N2CCCC2)cc1` gave E coli growth 0.4, Wnt bcat act -2, AddAB inh 1.9, phage Ecoli inh 1.8, CAL PDZ FP-1 -4, Tat transport 0, SR-BI DiI-HDL act -1, MITF act 2, SR-BI HDL uptake 1 and CAL PDZ FP-2 -1.3.
`CN(CCC#N)C(=O)CSc1nnc(-c2ccco2)n1N` gave E coli growth 1.6, Wnt bcat act 1, AddAB inh 1.5, phage Ecoli inh 1.1, CAL PDZ FP-1 2, Tat transport -3, SR-BI DiI-HDL act 2, MITF act -11, SR-BI HDL uptake -2 and CAL PDZ FP-2 -0.5.
Cc1nc2ccccc2c2oc(C(=O)Nc3ccc(C(C)C)cc3)cc12 was read as E coli growth 0.4, AddAB inh 0.7, phage Ecoli inh 1.2, CAL PDZ FP-1 3, Tat transport 2, SR-BI DiI-HDL act -46, MITF act 10, SR-BI HDL uptake 46 and CAL PDZ FP-2 -0.8.
`CCC1S/C(=N/N=C/c2ccco2)N(c2ccc(F)cc2)C1=O` (centres undefined) gave E coli growth 0.7, Wnt bcat act 6, AddAB inh 2.6, phage Ecoli inh 0.6, CAL PDZ FP-1 4, Tat transport 1, SR-BI DiI-HDL act -13, MITF act -3, SR-BI HDL uptake 13 and CAL PDZ FP-2 0.3.
Screening CCNC(=O)CN(CCc1ccccc1)S(=O)(=O)c1ccc(OC)cc1 returned E coli growth 1.2, AddAB inh 2.6, phage Ecoli inh 2.3, CAL PDZ FP-1 -5, Tat transport 2, SR-BI DiI-HDL act 1, MITF act 6, SR-BI HDL uptake -1 and CAL PDZ FP-2 -0.2.
COc1ccc(C(=O)N(Cc2cccs2)C2CCS(=O)(=O)C2)cc1 (centres undefined) was read as E coli growth 0.4, Wnt bcat act 21, AddAB inh 3.5, phage Ecoli inh 3.6, CAL PDZ FP-1 -2, Tat transport -1, SR-BI DiI-HDL act 0, MITF act 6, SR-BI HDL uptake 0 and CAL PDZ FP-2 -2.1.
`CCOc1ccc(CCNC(=O)c2ccc3nc(CC)c(CC)nc3c2)cc1` gave E coli growth 0.0, Wnt bcat act 2, AddAB inh 1.2, phage Ecoli inh 0.4, CAL PDZ FP-1 -1, Tat transport 2, SR-BI DiI-HDL act -3, MITF act -10, SR-BI HDL uptake 3 and CAL PDZ FP-2 -0.2.
For O=C(O)Cc1sc(-c2ccccc2)nc1-c1cccs1 the results were E coli growth 0.5, Wnt bcat act -2, AddAB inh -3.2, phage Ecoli inh 3.8, CAL PDZ FP-1 -3, Tat transport 1, SR-BI DiI-HDL act -5, MITF act 2, SR-BI HDL uptake 5 and CAL PDZ FP-2 -2.1.
Screening CC(=O)N1CCN(C(=O)c2cc(S(=O)(=O)NCc3ccccc3)ccc2C)CC1 returned E coli growth -1.6, Wnt bcat act -1, AddAB inh 0.1, phage Ecoli inh 1.4, CAL PDZ FP-1 2, Tat transport 6, SR-BI DiI-HDL act 9, MITF act 4, SR-BI HDL uptake -9 and CAL PDZ FP-2 -2.4.
COc1ccc(C=O)cc1Cn1ccnc1C was read as E coli growth -0.7, Wnt bcat act 0, AddAB inh 0.8, phage Ecoli inh 4.5, CAL PDZ FP-1 4, Tat transport 5, SR-BI DiI-HDL act 18, MITF act 2, SR-BI HDL uptake -18 and CAL PDZ FP-2 -0.4.

Structures above with two or more sulfur atoms (6):
Screening Cc1cc(C)cc(N(CCC(=O)Nc2nnc(C)s2)S(=O)(=O)c2ccc(Cl)cc2)c1 returned E coli growth -2.5, Wnt bcat act -6, AddAB inh 0.0, phage Ecoli inh 1.9, CAL PDZ FP-1 -6, Tat transport 0, SR-BI DiI-HDL act 41, MITF act -6, SR-BI HDL uptake -41 and CAL PDZ FP-2 -0.7.
`Cc1nn2c(=O)cc(CSCC(=O)Nc3ccccc3F)nc2s1` gave E coli growth -1.9, Wnt bcat act -4, AddAB inh 2.4, phage Ecoli inh -1.1, CAL PDZ FP-1 2, Tat transport -1, SR-BI DiI-HDL act 22, MITF act 9, SR-BI HDL uptake -22 and CAL PDZ FP-2 -1.9.
Screening N#Cc1c(NC(=S)NC(=O)C2CCCC2)sc2c1CCCCC2 returned E coli growth 2.7, Wnt bcat act 11, AddAB inh 1.3, phage Ecoli inh 0.6, CAL PDZ FP-1 -1, Tat transport -2, SR-BI DiI-HDL act -20, MITF act 16, SR-BI HDL uptake 20 and CAL PDZ FP-2 -1.4.
For COc1ccc(CN(C)S(=O)(=O)c2nnc(NC(=O)c3cccc(OC)c3)s2)cc1 the results were E coli growth -2.9, Wnt bcat act -1, AddAB inh 1.2, phage Ecoli inh 3.5, Tat transport -8, SR-BI DiI-HDL act -8, MITF act -8, SR-BI HDL uptake 8 and CAL PDZ FP-2 0.3.
COc1ccc(C(=O)N(Cc2cccs2)C2CCS(=O)(=O)C2)cc1 (centres undefined) was read as E coli growth 0.4, Wnt bcat act 21, AddAB inh 3.5, phage Ecoli inh 3.6, CAL PDZ FP-1 -2, Tat transport -1, SR-BI DiI-HDL act 0, MITF act 6, SR-BI HDL uptake 0 and CAL PDZ FP-2 -2.1.
For O=C(O)Cc1sc(-c2ccccc2)nc1-c1cccs1 the results were E coli growth 0.5, Wnt bcat act -2, AddAB inh -3.2, phage Ecoli inh 3.8, CAL PDZ FP-1 -3, Tat transport 1, SR-BI DiI-HDL act -5, MITF act 2, SR-BI HDL uptake 5 and CAL PDZ FP-2 -2.1.
